Source: PubChem
EBI2 block: antagonists of human EBI2 receptor. AID 651636. EBI2 beta-arrestin recruitment, luminescence, 7a,25-OHC stimulated. inhibition, % at 5 µM. actives 0.81% (n = 360,000). P32249; in the data active means inhibition above about 38%;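 further: enzyme fragment complementation signal reports receptor beta-arrestin coupling in cells; 0% = agonist plus DMSO wells and 100% = wells without agonist; some results beyond the cut were filed as inactive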
Mdm2-MdmX inh: disrupts the human Mdm2-MdmX interaction; O15151+Q00987; SaOS-2 split-luciferase Mdm2/MdmX complementation, luminescence; inhibition, % at 8 µM; actives 3% (n = 330,000); AID 485346;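 active means inhibition of at least 50% at 8 µM in the primary screen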
Target sequence (O15151 whole entry, looked up): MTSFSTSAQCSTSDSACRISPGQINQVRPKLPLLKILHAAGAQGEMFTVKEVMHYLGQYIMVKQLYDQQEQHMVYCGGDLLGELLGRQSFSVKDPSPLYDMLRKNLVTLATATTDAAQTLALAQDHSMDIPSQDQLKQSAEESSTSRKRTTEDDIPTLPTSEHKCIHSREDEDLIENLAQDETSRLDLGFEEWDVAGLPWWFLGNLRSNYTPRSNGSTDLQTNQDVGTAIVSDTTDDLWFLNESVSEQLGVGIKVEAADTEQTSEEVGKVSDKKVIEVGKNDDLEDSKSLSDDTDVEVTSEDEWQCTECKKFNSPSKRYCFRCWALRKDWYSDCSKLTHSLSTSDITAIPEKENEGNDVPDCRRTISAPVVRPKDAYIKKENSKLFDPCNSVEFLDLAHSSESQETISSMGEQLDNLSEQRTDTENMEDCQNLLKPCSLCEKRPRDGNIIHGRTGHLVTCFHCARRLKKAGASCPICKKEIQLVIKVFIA
Target sequence (Q00987 whole entry, looked up): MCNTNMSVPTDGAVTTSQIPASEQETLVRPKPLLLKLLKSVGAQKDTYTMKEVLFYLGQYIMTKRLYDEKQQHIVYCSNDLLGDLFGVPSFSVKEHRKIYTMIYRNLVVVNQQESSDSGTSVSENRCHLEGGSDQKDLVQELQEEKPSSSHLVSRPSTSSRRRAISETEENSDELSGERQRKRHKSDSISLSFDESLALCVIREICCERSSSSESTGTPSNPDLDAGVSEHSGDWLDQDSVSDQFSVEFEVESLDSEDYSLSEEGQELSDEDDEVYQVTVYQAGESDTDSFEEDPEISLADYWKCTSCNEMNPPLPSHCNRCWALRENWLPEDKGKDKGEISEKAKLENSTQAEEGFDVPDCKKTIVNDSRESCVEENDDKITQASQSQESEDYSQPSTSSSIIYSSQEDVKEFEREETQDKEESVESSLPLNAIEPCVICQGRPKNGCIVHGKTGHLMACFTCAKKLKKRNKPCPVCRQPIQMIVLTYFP
Gli-Sufu antag: blocks Gli-Sufu signaling in a luciferase reporter. inhibition, % at 5 µM. actives 0.74% (n = 340,000). Sufu-KO-LIGHT fibroblasts, Gli luciferase reporter luminescence;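 active means inhibition above about 55%, limit read from the data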;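 further: 0% = DMSO-treated cells and 100% = wells with medium but no cells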
697 NFkB inh: lowers PMA/ionomycin-induced NF-kB signal in 697 B cells | 697 B-cell NF-kB luciferase reporter, 16 h | inhibition, % at 4 µM | actives 0.33% (n = 330,000) | AID 435022; in the data active means inhibition above about 35%
UPR XBP1 act: adaptive UPR (XBP1) activation | CHO-XBP1 luciferase reporter, IRE1-XBP1 UPR activation, luminescence; percent of tunicamycin response, DMSO as zero | activation, % at 20 µM | actives 0.33% (n = 330,000) | AID 463104;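 active means versus positive control, 20 µM dose yields 30% or more activation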;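 further: 100% = tunicamycin at 10 µg/mL and 0% = DMSO only wells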
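Test system: CHO-XBP1 luciferase reporter cells | Buffer or medium: Serum-containing F12 medium, 10% FBS | Schedule: 6 h compound exposure at 37 °C, 5% CO2 | Detection: Steady-Glo luciferase glow luminescence, 10 min after reagent addition | Read-out basis: Activation, % of tunicamycin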
CXCR6 inh: inhibitors of human CXCR6 receptor | actives 0.36% (n = 360,000) | AID 602244 | O00574 | inhibition, % at 20 µM | CHO-K1 PathHunter CXCR6 beta-arrestin, luminescence; in the data active means inhibition above about 34%, passing the limit was not always enough;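 further: antagonist mode with CXCL16 agonist at 10 nM final; 0% = 10 nM CXCL16 with DMSO and 100% = unstimulated wells without agonist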
CCR6 antag: blocks CCL20-driven beta-arrestin recruitment at human CCR6; P51684; CHO-K1 CCR6 PathHunter beta-arrestin, luminescence, CCL20-stimulated; inhibition, % at 20 µM; actives 0.49% (n = 340,000); AID 493098;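 active means compounds whose inhibition of the agonist-driven luminescence signal at 20 µM reaches about 50%, limit read from the data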;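 further: cells stimulated with CCL20 at 14 nM final; plate controls were DMSO with CCL20 for no effect and DMSO without agonist for full effect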
UPR CHOP act: apoptotic UPR (CHOP) activation | CHO-CHOP luciferase reporter, luminescence; percent of tunicamycin response over DMSO baseline | activation, % at 10 µM | actives 0.34% (n = 330,000);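 active means at 10 µM dose, activation of 40% or more, normalized to positive control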;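 further: 100% = tunicamycin at 10 µg/mL and 0% = DMSO alone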
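Dosing – one dose, 10 µM in 0.5% DMSO · System – CHO-CHOP cells, stable luciferase reporter of PERK-eIF2a-CHOP signalling · Input – 500 cells/well · Control set – tunicamycin 10 µg/mL final as positive, DMSO-only wells as negative · Timing – 6 h compound treatment, 37 °C · Measure – % activation vs tunicamycin · Technique – luminescence read with Steady-Glo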
Jurkat NFkB inh: inhibitors of the PMA/ionomycin-induced NF-kB reporter in Jurkat cells | PMA/ionomycin-induced NF-kB luciferase reporter, luminescence | inhibition, % at 4 µM | actives 0.53% (n = 330,000); in the data active means inhibition above about 50%
An asterisk follows results filed as active; / = no result given.

Short forms: A = EBI2 block; B = Mdm2-MdmX inh; C = Gli-Sufu antag; D = 697 NFkB inh; E = UPR XBP1 act; F = CXCR6 inh; G = CCR6 antag; H = UPR CHOP act; I = Jurkat NFkB inh
> CCN(CC)C(=O)[C@H]1C[C@H](CC(=O)NCCCN(C)C)C(=O)N2CCc3c([nH]c4cc(CCC(=O)N(C)C)ccc34)[C@]12C
  A = -14 | B = 20 | C = -4 | D = 15 | E = -3 | F = 5 | G = 21 | H = 2.1 | I = /
> COc1ccc(C(CNC(=O)c2ccc(-c3nc4ccccc4s3)o2)N2CCCC2)cc1 (configuration not stated)
  A = 9 | B = 13 | C = 6 | D = -39 | E = 0 | F = -1 | G = 13 | H = 5.6 | I = -24
> COc1ccc(CCn2c(C)cc3c(c2=O)C(c2ccc4c(c2)OCO4)C(C#N)=C(N)O3)cc1OC (configuration not stated)
  A = 2 | B = 31 | C = 13 | D = 16 | E = -5 | F = -2 | G = -3 | H = 0.2 | I = -7
> COCCCNC(=O)c1ccc(Cn2c(=O)c3ccccc3n(Cc3ccccc3C)c2=O)cc1
  A = 2 | B = 36 | C = 4 | D = -26 | E = 2 | F = 2 | G = 8 | H = 0.7 | I = 13
> Cc1c(NC(=O)C2CCCN2S(=O)(=O)c2ccccc2)c(=O)n(-c2ccccc2)n1C (configuration not stated)
  A = 1 | B = 8 | C = -1 | D = 11 | E = -2 | F = -5 | G = 8 | H = 1.7 | I = 10
> Fc1ccccc1/C=N/NC(=S)Nc1ccc(Cl)cc1Cl
  A = 11 | B = 80* | C = -6 | D = -29 | E = 4 | F = 8 | G = 7 | H = 2.2 | I = 53*
> COc1cc(C2C3C(=O)N(c4ccc(F)cc4)C(=O)C3ON2c2ccccc2)ccc1O (configuration not stated)
  A = -14 | B = 35 | C = -6 | D = -3 | E = -2 | F = -8 | G = -6 | H = -1.1 | I = -7
> CC(C)c1ccccc1OCC(=O)N1CCCCCCC1
  A = 10 | B = 17 | C = -17 | D = 2 | E = -5 | F = 14 | G = 15 | H = 0.4 | I = -9
> O=C(O)CCC(=O)Nc1ccccc1Oc1ccccc1
  A = -9 | B = -24 | C = -6 | D = 4 | E = -4 | F = -14 | G = 8 | H = -0.2 | I = 10
> Cc1ccc(NC(=O)/C(=C\c2ccc3c(c2)OCO3)NC(=O)c2ccco2)cc1
  A = -12 | B = 10 | C = -2 | D = 10 | E = -1 | F = -4 | G = 3 | H = -0.8 | I = 0
> Cc1ccc2c(c1)N(CC(=O)NCCCN1CCOCC1)C(=O)c1cccnc1O2
  A = -4 | B = 1 | C = 4 | D = -2 | E = -3 | F = 1 | G = 2 | H = 1.7 | I = 11
> COC(=O)c1ccccc1C(=O)N1CCOCCOCCOCC1
  A = 3 | B = -5 | C = -10 | D = -16 | E = -1 | F = -5 | G = -1 | H = -2.7 | I = -11
> COc1cc(CNc2nc(C)c([N+](=O)[O-])c(C)c2C#N)cc(OC)c1
  A = -8 | B = 21 | C = 8 | D = 22 | E = 3 | F = 1 | G = 1 | H = -1.8 | I = -13
> OC(COc1ccc(Br)cc1)CN1CCN(c2ccccc2)CC1 (configuration not stated)
  A = 48* | B = -1 | C = 8 | D = -7 | E = -7 | F = 3 | G = 0 | H = 4.9 | I = 5
> O=C(C1CC1)N1N=C(C2CCCCC2)CC1(O)C(F)(F)F (configuration not stated)
  A = -2 | B = 3 | C = -1 | D = -16 | E = -3 | F = 2 | G = 11 | H = -1.3 | I = 3
> COc1ccc(-c2noc(CSc3nc4sc(C)c(C)c4c(=O)n3-c3ccccc3)n2)cc1
  A = 0 | B = 44 | C = 8 | D = 1 | E = 2 | F = 4 | G = 14 | H = -0.5 | I = -3
> Cn1c(=O)c2c(nc(Oc3cccc(O)c3)n2C)n(C)c1=O
  A = -3 | B = -1 | C = -1 | D = 11 | E = 0 | F = -1 | G = 9 | H = 0.6 | I = 13
> COc1ccc(C(=O)Nc2ccccc2C(=O)N/N=C/c2ccccc2OC)cc1
  A = 2 | B = 50 | C = -9 | D = -34 | E = 1 | F = 1 | G = 6 | H = 5.4 | I = 21
> Cc1cc(NC(=O)C(C)SCC(=O)Nc2nc3c(F)cc(F)cc3s2)no1 (configuration not stated)
  A = 2 | B = -15 | C = 6 | D = 7 | E = 4 | F = 2 | G = 8 | H = 2.1 | I = -8
> COC(=O)CCN(C(=O)c1ccc(OC(C)=O)cc1)c1ccccn1
  A = -2 | B = 3 | C = 4 | D = 13 | E = -3 | F = -5 | G = 20 | H = -0.5 | I = 3
> O=C1[C@@H]2Cc3c([nH]c4ccccc34)C(c3ccccc3)N2C(=O)CN1C1CCN(Cc2ccccc2)CC1 (some centres not stated)
  A = 15 | B = 63* | C = 18 | D = 0 | E = 1 | F = -4 | G = 1 | H = 0.4 | I = -16
> COc1ccc(C(=O)NCCNC(=O)c2ccc(C)nc2)cc1
  A = 1 | B = 8 | C = -2 | D = 9 | E = 0 | F = -4 | G = 6 | H = 1.0 | I = -5
> CC(=O)C[C@@H](O)CC(=O)[C@@H]1OC(=O)CCCCCCc2ccccc21
  A = -17 | B = -23 | C = 41 | D = -12 | E = 1 | F = 4 | G = -1 | H = 1.1 | I = -10
> CN1CCC(N(C)C(=O)COc2ccccc2-c2ccccc2)CC1
  A = 11 | B = -16 | C = 4 | D = -36 | E = 3 | F = 2 | G = -8 | H = -0.3 | I = -28
> COc1cc([N+](=O)[O-])ccc1NC(=O)N1CCCCCC1
  A = 0 | B = 18 | C = 2 | D = 15 | E = -2 | F = -1 | G = 0 | H = 2.9 | I = 7

Another view of 2 compounds above:
COC(=O)CCN(C(=O)c1ccc(OC(C)=O)cc1)c1ccccn1
  EBI2 block: -2 | Mdm2-MdmX inh: 3 | Gli-Sufu antag: 4 | 697 NFkB inh: 13 | UPR XBP1 act: -3 | CXCR6 inh: -5 | CCR6 antag: 20 | UPR CHOP act: -0.5 | Jurkat NFkB inh: 3
O=C1[C@@H]2Cc3c([nH]c4ccccc34)C(c3ccccc3)N2C(=O)CN1C1CCN(Cc2ccccc2)CC1 (some centres not stated)
  EBI2 block: 15 | Mdm2-MdmX inh: 63* | Gli-Sufu antag: 18 | 697 NFkB inh: 0 | UPR XBP1 act: 1 | CXCR6 inh: -4 | CCR6 antag: 1 | UPR CHOP act: 0.4 | Jurkat NFkB inh: -16

(continued)
Short forms: A = EBI2 block; B = Mdm2-MdmX inh; C = Gli-Sufu antag; D = 697 NFkB inh; E = UPR XBP1 act; F = CXCR6 inh; G = CCR6 antag; H = UPR CHOP act; I = Jurkat NFkB inh
> Cc1cc(C)c(NC(=O)C2CCN(c3cnccn3)CC2)c(C)c1
  A = -7 | B = 1 | C = -2 | D = -6 | E = -1 | F = -4 | G = -1 | H = -1.1 | I = 0
> COc1cc2nc(CSc3ncn[nH]3)[nH]c(=O)c2cc1OC
  A = -9 | B = 1 | C = 2 | D = 19 | E = -4 | F = -3 | G = 0 | H = -0.3 | I = -11
> NC(=O)c1ccc(-n2nnnc2Oc2ccccc2)cc1
  A = -11 | B = 22 | C = 1 | D = -3 | E = 1 | F = -2 | G = -9 | H = -1.2 | I = 15
> CC(=O)c1ccc(NC(=O)CSc2nc(N)c3cc4c(nc3n2)CCCC4)cc1
  A = 12 | B = 23 | C = -12 | D = -42 | E = 8 | F = -6 | G = 6 | H = 0.5 | I = -37
> C[C@@H](C(=O)NCc1c(F)cccc1Cl)N1C(=O)N2CCc3c([nH]c4ccccc34)[C@@]2(C)C1=O
  A = 9 | B = 21 | C = 10 | D = 3 | E = -2 | F = -3 | G = 10 | H = 0.3 | I = -7
> COCC(=O)N(C)[C@H]1C[C@H]2c3cc(Oc4ccccc4C)ccc3CCN2C(=O)[C@H]1[C@H](C)O
  A = 2 | B = / | C = 0 | D = / | E = / | F = 18 | G = 3 | H = / | I = /
> Cc1ccc(C(NC(=O)N2CCOCC2)=C(Cl)Cl)cc1F
  A = -6 | B = 51* | C = -2 | D = -10 | E = -5 | F = 2 | G = -8 | H = -3.0 | I = -14
> O=C(NCC(c1cccnc1)N1CCN(c2ccccc2)CC1)c1ccc2c(c1)OCO2 (configuration not stated)
  A = -14 | B = -11 | C = -15 | D = -22 | E = -2 | F = 5 | G = -6 | H = -0.6 | I = 8
> O=S(=O)(c1ccc(N2CCN(S(=O)(=O)c3ccc4c(c3)OCCO4)CC2)nc1)N1CCCC1
  A = 8 | B = -14 | C = -6 | D = 8 | E = 2 | F = 7 | G = 14 | H = -0.1 | I = 8
> Cc1ccccc1Nc1nc(CSc2nnc(-c3ccoc3C)n2C)cs1
  A = 4 | B = -2 | C = -10 | D = 20 | E = -1 | F = -4 | G = 16 | H = 3.0 | I = -9
> COc1ccc(C(=O)OCC(=O)NCC2CCCCC2)cc1F
  A = -5 | B = 15 | C = 33 | D = -11 | E = -2 | F = -1 | G = 3 | H = -0.8 | I = 9
> COc1ccc(-c2nnc(N3CCC(C)CC3)c3ccccc23)cc1
  A = 13 | B = 22 | C = -11 | D = -10 | E = 0 | F = 11 | G = 12 | H = -0.2 | I = 16
> Nc1ccc(O)c([N+](=O)[O-])c1
  A = -4 | B = 2 | C = 19 | D = -6 | E = 0 | F = 5 | G = 7 | H = -1.3 | I = 15
> Cc1ccc(C(=O)N/N=C\c2cc(Br)c(Br)o2)cn1
  A = -4 | B = 12 | C = 2 | D = 13 | E = -1 | F = -7 | G = 2 | H = 5.3 | I = -9
> CN(C)CCN(C(=O)C1=COCCO1)c1nc2ccc(F)cc2s1
  A = -7 | B = -20 | C = -3 | D = 3 | E = -5 | F = 4 | G = 2 | H = -2.5 | I = -35
> CCOC(=O)CC(=O)NC(C)(C)CCCCC(C)(C)NC(=O)CC(=O)OCC
  A = -5 | B = -1 | C = -5 | D = 7 | E = -4 | F = -6 | G = -2 | H = 2.9 | I = -6
> CCOc1ccc(NC(=O)CSc2nc3c(c(=O)n2C)SC(C)C3)cc1 (configuration not stated)
  A = 2 | B = 9 | C = 10 | D = -22 | E = 1 | F = -4 | G = 9 | H = 0.9 | I = -16
> CC1CCN(C(=O)COC(=O)Cn2cnc3ccccc32)CC1
  A = 11 | B = 21 | C = -5 | D = 12 | E = -1 | F = -7 | G = 5 | H = -0.9 | I = -1
> COc1ccc(CC(=O)OCC(=O)N(C)C2CCS(=O)(=O)C2)cc1OC (configuration not stated)
  A = -6 | B = 11 | C = 1 | D = -4 | E = 0 | F = -3 | G = 5 | H = -0.6 | I = -34
> Cc1nn(-c2ccccc2)c(C)c1C(=O)NCc1ccc(F)cc1
  A = -13 | B = 18 | C = 4 | D = 11 | E = -2 | F = -2 | G = 13 | H = 0.9 | I = 1
> CC(=O)Nc1ccc(S(=O)(=O)NC2(C(F)(F)F)NC(=O)N(c3ccccc3F)C2=O)cc1 (configuration not stated)
  A = -3 | B = -1 | C = -3 | D = 11 | E = -2 | F = -6 | G = -7 | H = 0.9 | I = -12
> COc1ccc(NC2CCCN(C(=O)CCN3CCCC3=O)C2)cc1 (configuration not stated)
  A = 11 | B = 10 | C = -4 | D = 13 | E = -5 | F = -5 | G = 0 | H = 0.5 | I = 11
> Cc1cccc(NC(=O)CSc2nc3nc4c(cc3c(=O)n2-c2ccccc2)CCCC4)c1
  A = 26 | B = 0 | C = 22 | D = -4 | E = 2 | F = 5 | G = 7 | H = 5.1 | I = -4
> Cc1cc(C)nc(SC(C)CNS(=O)(=O)c2ccccc2)n1 (configuration not stated)
  A = -6 | B = -5 | C = 2 | D = 3 | E = 2 | F = 1 | G = 6 | H = -2.0 | I = -15
> COc1ccccc1-c1cn[nH]c(=S)n1
  A = -3 | B = -20 | C = 4 | D = 22 | E = -2 | F = 6 | G = 12 | H = -0.6 | I = -4
